Bioassay records from PubChem BioAssay.
TSG101-PTAP inh = blocks PTAP/TSG101 interaction to inhibit HIV-1 budding | Q99816 | Potency, µM (highest dose often 115 µM), for inactives: top-dose activity change, negative = inhibition, actives largely listed as inhibitors | AID 493005 | Fluorescence polarization, FITC-PTAP peptide / Tsg101 binding | 340,000 tested, under 10 active; active = well fitted inhibition curve with a large enough effect in the main read-out, with a control signal flat, not every such curve was filed as active; inconclusive = small, poorly fitted or top-dose-only effect, or effect the other way, or a change in a side signal; inactive = no such curve, though single readings can be large or run the other way; note: potency is the fitted concentration of half-maximal effect; % of control where 0% means no effect
Target sequence (Q99816 whole entry, looked up): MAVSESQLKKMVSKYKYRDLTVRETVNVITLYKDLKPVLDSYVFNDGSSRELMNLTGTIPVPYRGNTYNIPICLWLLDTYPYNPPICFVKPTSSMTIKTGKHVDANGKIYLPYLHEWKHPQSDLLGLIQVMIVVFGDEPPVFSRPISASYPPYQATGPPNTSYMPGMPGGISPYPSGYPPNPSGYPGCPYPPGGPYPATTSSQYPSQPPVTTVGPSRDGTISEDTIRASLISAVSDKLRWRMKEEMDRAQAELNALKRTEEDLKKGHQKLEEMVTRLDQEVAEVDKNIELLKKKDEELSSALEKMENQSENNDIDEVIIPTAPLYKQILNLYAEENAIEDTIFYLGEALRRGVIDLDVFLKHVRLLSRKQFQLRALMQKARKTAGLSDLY
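FP read-out: FITC-PTAP peptide, 50 nM final, binding Tsg101 binding domain, 10 uM final; 20 min, r.t.; 10 mM HEPES pH 7.5, 0.15 M NaCl, 0.01% Tween 20, 3 mM EDTA, 0.1 mM TCEP.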
Tb PFK inh = inhibitors of T. brucei phosphofructokinase. Potency, µM (top dose mostly 57.5 µM), for inactives: top-dose activity, negative = inhibition, actives largely listed as inhibitors. AID 485367. T. brucei PFK, ADP-Glo luminescence. O15648. actives 0.17% (n = 330,000);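 note: potency is the fitted concentration of half-maximal effect; 0% = uninhibited 1x PFK enzyme wells and -100% = no-enzyme wells; nearly all actives have a fitted effect of over 60% in size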
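ADP-Glo luminescence quantified ADP after 45 min at room temperature, with 1.25 nM T. brucei PFK, 0.1 mM ATP and 0.5 mM fructose-6-phosphate in pH 8.0 TEA buffer. qHTS titrations up to 57 µM; curves classified by quality.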
Mito fusion act = blocks mitochondrial division or promotes mitochondrial fusion; S. cerevisiae fusion-defective mutant growth rescue, CellTiterGlo 48 h; Potency, µM (top dose mostly 46.1 µM), for inactives: at the top dose growth rescue (activation), usual class: activators; actives 0.23% (n = 320,000); AID 485298;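 note: potency is the fitted concentration of half-maximal effect; % of control where 0% means no effect; nearly all actives have a fitted effect of over 45% in size; temperature-sensitive fusion mutants such as fzo1-1 at 37 °C on non-fermentable ethanol glycerol medium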
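Growth-rescue viability read-out: after 48 h at the non-permissive 37C in glycerol/ethanol YPEG, yeast mitochondrial fusion mutants are measured by CellTiterGlo luminescence; compounds (23 nl pinned per well) restoring growth score as division inhibitors or fusion activators.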
Eya2 inh = inhibitors of human Eya2 phosphatase activity; O00167; recombinant Eya2, OMFP fluorescence dephosphorylation (OMFP is methylfluorescein phosphate); Potency, µM (highest dose often 76.9 µM), inactives show at the top dose activity, negative = inhibition, actives largely listed as inhibitors; actives 0.006% (n = 330,000); AID 488837; note: potency is the fitted concentration of half-maximal effect; % is set by controls: 0 for no effect and ±100 for the full control effect
Target sequence (O00167 whole entry, looked up): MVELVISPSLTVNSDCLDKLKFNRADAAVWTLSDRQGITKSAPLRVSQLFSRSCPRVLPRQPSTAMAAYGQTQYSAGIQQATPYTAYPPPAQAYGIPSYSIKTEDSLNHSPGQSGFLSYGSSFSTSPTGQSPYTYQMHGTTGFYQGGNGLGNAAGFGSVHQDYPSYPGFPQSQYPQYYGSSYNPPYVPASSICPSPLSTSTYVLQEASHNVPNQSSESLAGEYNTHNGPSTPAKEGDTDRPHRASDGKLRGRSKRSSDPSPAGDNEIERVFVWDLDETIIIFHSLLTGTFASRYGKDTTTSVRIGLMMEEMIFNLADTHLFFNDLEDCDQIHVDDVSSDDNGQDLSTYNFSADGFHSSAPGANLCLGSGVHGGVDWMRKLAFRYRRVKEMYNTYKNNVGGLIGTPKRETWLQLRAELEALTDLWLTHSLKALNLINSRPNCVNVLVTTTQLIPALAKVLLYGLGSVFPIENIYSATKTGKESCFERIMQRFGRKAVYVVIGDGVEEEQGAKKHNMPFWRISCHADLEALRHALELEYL
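Eya2 protein (added as 0.2 uM solution) was preincubated with compound for 10 min at ambient temperature in 50 mM HEPES pH 7.5, 50 mM NaCl, 5 uM MgCl2, 0.05% BSA, 1 mM DTT. OMFP (added at 50 uM) then reacted 10 min; fluorescence read at 485/525 nm.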
Integrin act MD = activators of alpha7 integrin expression for muscular dystrophy; alpha7betagal myoblasts, beta-gal FDG fluorescence, 48 h; Potency, µM (series often up to 38.3 µM), for the others: at the top dose activation, most hits filed as activators; actives 0.064% (n = 350,000);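 note: potency is the fitted concentration of half-maximal effect; 100% = response of the positive control SU9516; nearly all actives have a fitted effect of over 60% in size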
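alpha7betagal+/- myoblasts (passage 13, 250/well) treated 48 h at 37C with compounds at 1:260 dilution of DMSO stock. Lysed, then beta-galactosidase activity read as FDG fluorescence (ex 480/em 540) after 30 min, with pre-read for autofluorescence.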
TSHR antag = blocks TSH signaling through the human TSH receptor. P16473. TSHR-expressing cells, TSH-stimulated cAMP HTRF, 2 h; hits give low values. activity change, negative = inhibition, % at 11.5 µM. actives 0.2% (n = 330,000);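 active = activity change below a set negative limit, meaning inhibition stronger than a set level, cut at about -70% in these data; inconclusive = activity change between two set negative limits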; note: % is set by controls: 0 for no effect and ±100 for the full control effect
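Antagonism was scored as loss of TSH-driven cAMP in TSHR cells, stimulated with 4nM TSH (EC80) for 2 hours at 37 deg C and detected by homogeneous HTRF competition immunoassay.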
AT treatment = candidate therapy for ataxia-telangiectasia; actives 0.19% (n = 320,000); Potency, µM (top dose mostly 57.5 µM), for the others: at the top dose activation, actives largely listed as activators; AID 485349; […] A-T fibroblasts, KAP-1 phosphorylation AlphaLISA; neocarzinostatin DNA damage 30 min before lysis; note: potency is the fitted concentration of half-maximal effect; % of control where 0% means no effect; nearly all actives have a fitted effect of over 45% in size
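ATM-like activity read as KAP-1 phosphorylation via AlphaLISA donor/acceptor antibody pairs after lysis and 6 hr at 25C. Cells were ATM-null patient fibroblasts ([…], hTERT), dosed 60 min, then exposed to the DSB inducer NCS for 30 min.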
Chronic BCR inh = chronic active BCR signaling inhibition | actives 0.05% (n = 340,000) | Potency, µM (doses to about 46.1 µM), for the others: at the highest dose ratio change, negative = lower green/red ratio, hits mostly inhibitors | ABC-DLBCL IkBa-CBG/CBR reporter, luminescence ratio, 4 h; active = well fitted inhibition curve with a large enough effect in the signal ratio, with a control signal flat, not every such curve was filed as active; inconclusive = small, poorly fitted or top-dose-only effect, or effect the other way, or a change in a side signal; the % refers to the signal ratio;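 note: potency is the fitted concentration of half-maximal effect; plate controls were basal doxycycline-induced cells for no effect and cells given 10 µM MG132 for full effect; MG132 reads +100%, hits lower the ratio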
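Compounds up to 46 uM were incubated four hours with TMD8 cells whose green CBG68 luciferase is fused to IkappaBalpha; red CBR luminescence normalised the signal, and concentration-effect curves were fitted to fusion, red and ratio data.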
TCR activator = T cell receptor activation. primary human leukocytes, anti-CD3, IL-2 HTRF, 48 h. Potency, µM (doses to about 9.22 µM), for the others: at the top dose activation of IL-2 secretion, actives largely listed as activators. 330,000 tested, under 10 active; note: % of control where 0% means no effect
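HTRF read-out of IL-2 secretion: europium cryptate donor excited at 320nm, d2 acceptor emission at 665nm. Cells were primary human leukocytes incubated 48 hr with compounds and a-CD3 beads, supplying TCR signal only.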
S-ASM inh = inhibitors of human secretory acid sphingomyelinase; placental ASM, HMU-PC fluorogenic substrate, 60 min; actives 0.006% (n = 340,000); Potency, µM (titrated, usually from 57.5 µM), for inactives: top-dose activity change, negative = inhibition, most hits filed as inhibitors; AID 504937; note: potency is the fitted concentration of half-maximal effect
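HMU-PC0 cleavage (9 uM final) by human placental ASM, 60 min at 37 °C following 10 min compound exposure at RT; stopped at pH 10, fluorescence Ex 386/Em 447 nm.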
ELG1 DNA repair = blocks ELG1-dependent DNA repair in HEK293T cells | HEK293T ELG1-luciferase reporter, luminescence, 16 h; DNA damage induced by 5-fluorouridine | Potency, µM (top dose mostly 46.1 µM), for the others: top-dose activity change, negative = inhibition, most hits filed as inhibitors | actives 2.3% (n = 330,000); note: potency is the fitted concentration of half-maximal effect; % is set by controls: 0 for no effect and ±100 for the full control effect; nearly all actives have a fitted effect of over 55% in size
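Quantitative HTS, concentration-response format. 2,000 cells/well co-treated with 5-fluorouridine and compound, 16 hr in 5% CO2 at 37 °C; ONE-Glo luminescence read after 30 min.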
* hit, by the source's call; ? = inconclusive; nt = not tested or not shown; [ ] = another dose, or the depositor's remark. Unless noted, calls come from the whole dose curve; as a rule, active = well fitted curve in the direction sought with a large enough effect; inconclusive = small, poorly fitted or top-dose-only effect, or another doubt; inactive = no such curve, though single readings can be large; an effect the other way counts as inactive or inconclusive. Rows are unselected; about 3.2% have a hit in one of these screens.

SMILES	TSG101-PTAP inh	Tb PFK inh	Mito fusion act	Eya2 inh	Integrin act MD	TSHR antag	AT treatment	Chronic BCR inh	TCR activator	S-ASM inh	ELG1 DNA repair
O=C(CCN1C(=O)NC2(CCCC2)C1=O)Nc1ccc(-c2nc3ccccc3s2)cc1	1%	3%	4%	2%	-20%	8	4%	-1%	-28%	162%[activator]	?
COc1ccc(OC)c(CN2CCCC(CCC(=O)N(C)CCc3ccccn3)C2)c1 (stereo not drawn)	-2%	-2%	-2%	-5%	-27%	19	6%	-2%	6%	-2%	6%
COc1ccc(C(=O)NNC(=O)CSc2nnc(-c3cccnc3)n2C)cc1	0%	-3%	2%	-12%	?	3	-2%	7%	-2%	-7%	0%
CCc1nc(SCc2ccc(C(=O)OC)o2)c2c(=O)n(C)c(=O)n(C)c2n1	-7%	-7%	9%	-16%	15%	-5	1%	0%	-4%[46.1 µM]	-18%	?
Clc1ccc(-c2ccc(CNCc3ccccn3)o2)cc1	-4%	1%	-13%	2%	25%	1	0%	0%	0%	5%	?
Cc1ccc(C(=O)NCN2CCN(c3ccccc3)CC2)cc1	-2%	-7%	0%	29%	14%	8	1%	?	-1%	0%	14%
O=C1c2cccnc2C(Nc2ccc(Br)cc2Br)N1Cc1cccs1 (stereo not drawn)	nt	-1%	-6%	1%	nt	-20	0%	5%	nt	nt	3%
Cc1noc(C)c1S(=O)(=O)Nc1ccc(C(=O)Nc2ccc(OC(F)(F)F)cc2)cc1	-3%	1%	-12%	-12%	6%	-2	-5%	?	9%	?	-2%
COc1ccc(NC(=O)CC2SC(N3CCOCC3)=NC2=O)cc1OC (stereo not drawn)	2%	-10%	-4%	7%	3%	-4	6%	5%	-4%	0%	5%
C=CCn1c(SCC(=O)c2c(N)n(C3CC3)c(=O)[nH]c2=O)nnc1-c1ccc(OC)cc1	-1%	22%	0%	16%	-4%	5	-1%	2%	-5%	4%	12%
Cc1c(NC(=O)c2cc3c(s2)CCCC3)c(=O)n(-c2ccccc2)n1C	-2%	-1%	5%	5%	0%	5	6%	?	1%	-2%	?
Cc1ccc(-c2nnn(C(C)C(=O)N3c4ccccc4CCc4ccccc43)n2)cc1 (stereo not drawn)	0%	-1%	14µM*	-6%	?	-4	10%	8%	-3%[46.1 µM]	-15%	nt
Cc1ccccc1-c1nc(CS(=O)(=O)CC(=O)N2CCN(C)CC2)c(C)o1	0%	3%	4%	8%	20%	9	-7%	-1%	3%	2%	6%
CCc1ccccc1NC(=O)COc1ccc2c(=O)c(Oc3cc(C)ccc3C)coc2c1	0%	-9%	7%	3%	5%	8	3%	3%	3%[46.1 µM]	-3%	?
CCOc1c(O)ccc(C2NC(=O)N(C)C(C)=C2C(=O)OC)c1[N+](=O)[O-] (stereo not drawn)	-9%	0%	4%	-9%	-33%	2	-1%	5%	-3%	3%	8%
CC1c2ccsc2CCN1S(=O)(=O)c1ccccc1 (stereo not drawn)	-5%	0%	-6%	-7%	21%	-35	15%	6%	11%	-1%	?
CCOC(=O)c1cnc(-c2cccc(OC)c2)[nH]c1=O	-9%	5%	-2%	16%	16%	-5	-13%	?	2%	2%	26%
CN(C)CCCN1C(=O)C2CCc3[nH]c4ccccc4c3C2C1=O (stereo not drawn)	-3%	-1%	7%	-7%	19%	6	0%	-10%	3%	11%	?
NS(=O)(=O)c1ccc(CCNC(=O)[C@@H]2CCCN2S(=O)(=O)c2ccccc2F)cc1	-8%	7%	1%	11%	-17%	-13	-2%	-3%	0%	0%	4%
CC(C)Cc1ccc(CN2CCCC(NC(=O)c3nn(C)c(=O)c4ccccc34)C2)cc1 (stereo not drawn)	-1%	0%	-5%	6%	-30%	14	6%	-1%	2%	-10%	-22%
CC(C)C(=O)Nc1cc(C(F)(F)F)ccc1N1CCOCC1	-3%	-10%	5%	9%	-3%	20	-3%	2%	-2%	0%	20%
COC(=O)c1ccc(S(=O)(=O)N2CCCN(Cc3ccc(F)cc3)CC2)n1C	-3%	0%	-3%	0%	-7%	-2	-8%	0%	1%	-1%	?
N#C/C(=C\c1c(N2CCCCC2)nc2ccccn2c1=O)S(=O)(=O)c1ccccc1	1%	-2%	4%	3%	31%	-4	2%	?	-1%	-2%	-2%
ClC(Cl)(c1nnnn1-c1ccccc1)c1nnnn1-c1ccccc1	-3%	11µM*	-24%	2%	-56%[inhibitor]	-6	2%	0%	1%[46.1 µM]	-1%	-1%
CCCC(=O)Nc1cc(-c2nn(C)c(=O)c3ccccc23)ccc1N1CCOCC1	-5%	5%	1%	-6%	19%	4	2%	?	2%	3%	?

Some of these compounds in order of molecular weight, rising:
SMILES	TSG101-PTAP inh	Tb PFK inh	Mito fusion act	Eya2 inh	Integrin act MD	TSHR antag	AT treatment	Chronic BCR inh	TCR activator	S-ASM inh	ELG1 DNA repair
CC(C)C(=O)Nc1cc(C(F)(F)F)ccc1N1CCOCC1	-3%	-10%	5%	9%	-3%	20	-3%	2%	-2%	0%	20%
N#C/C(=C\c1c(N2CCCCC2)nc2ccccn2c1=O)S(=O)(=O)c1ccccc1	1%	-2%	4%	3%	31%	-4	2%	?	-1%	-2%	-2%
Cc1noc(C)c1S(=O)(=O)Nc1ccc(C(=O)Nc2ccc(OC(F)(F)F)cc2)cc1	-3%	1%	-12%	-12%	6%	-2	-5%	?	9%	?	-2%

The listing picks up, repeating the 2 entries before the break.
SMILES	TSG101-PTAP inh	Tb PFK inh	Mito fusion act	Eya2 inh	Integrin act MD	TSHR antag	AT treatment	Chronic BCR inh	TCR activator	S-ASM inh	ELG1 DNA repair
ClC(Cl)(c1nnnn1-c1ccccc1)c1nnnn1-c1ccccc1	-3%	11µM*	-24%	2%	-56%[inhibitor]	-6	2%	0%	1%[46.1 µM]	-1%	-1%
CCCC(=O)Nc1cc(-c2nn(C)c(=O)c3ccccc23)ccc1N1CCOCC1	-5%	5%	1%	-6%	19%	4	2%	?	2%	3%	?
Cc1c(/C(O)=C2/C(=O)C(=O)N(CCN3CCOCC3)C2c2ccccn2)cnn1-c1ccccc1 (stereo not drawn)	-3%	3%	5%	-3%	18%	2	-3%	?	6%	1%	?
CCOc1cc(NC(=S)Nc2cccc(C)c2)c(OCC)cc1NC(=O)CC(C)C	-5%	1%	-8%	-4%	0%	10	-11%	12%	4%	-3%	?
CC(C)NC(=O)N(C)C[C@H]1Oc2ccc(NC(=O)C3CC3)cc2C(=O)N([C@H](C)CO)C[C@@H]1C	1%	0%	nt	9%	8%	14	-12%	-1%	-2%	6%	?
O=C(O)c1cccc(-n2cccc2/C=C2\NC(=O)N(Cc3ccc(F)cc3)C2=O)c1	-4%	-5%	-1%	0%	16%	-19	2%	0%	2%	35%[activator]	-17%
O=C1c2ccncc2C(=O)N1CNc1ccc(Cl)cc1	-2%	-13%	-3%	-7%	-2%	7	2%	-14%	nt	-1%	1%
CC(C)N(Cc1nc(-c2ccc3c(c2)OCO3)no1)CC1CCC(=O)N1 (stereo not drawn)	0%	2%	-1%	-9%	15%	-5	3%	-74%	11%	-1%	-4%
COc1ccc(CNC(=O)C/C(C)=N/NC(=O)C(c2ccccc2)c2ccccc2)cc1	-8%	0%	-1%	-11%	8%	-1	-5%	0%	-13%	1%	9%
CCOC(=O)C1CN(S(=O)(=O)c2ccc(C)cc2)C1	-5%	-9%	-1%	6%	-13%	-7	2%	14%	-2%	3%	17%
Cc1ccc(NC(=O)C2C3C=CC4(CN(Cc5cccnc5)C(=O)C24)O3)cc1F (stereo not drawn)	-4%	-7%	4%	7%	13%	7	-6%	?	3%[46.1 µM]	-4%	10%
